TDP1 block: TDP1 (human) enzyme inhibition; recombinant TDP1, AlphaScreen DNA substrate cleavage; Potency, µM (highest dose often 130 µM), for the others: at the highest dose activity change, negative = inhibition, usual class: inhibitors; 350,000 compounds, 0.28% hits; Q9NUW8; also: nearly all actives have a fitted effect of over 40% in size
Target sequence (Q9NUW8 whole entry, looked up): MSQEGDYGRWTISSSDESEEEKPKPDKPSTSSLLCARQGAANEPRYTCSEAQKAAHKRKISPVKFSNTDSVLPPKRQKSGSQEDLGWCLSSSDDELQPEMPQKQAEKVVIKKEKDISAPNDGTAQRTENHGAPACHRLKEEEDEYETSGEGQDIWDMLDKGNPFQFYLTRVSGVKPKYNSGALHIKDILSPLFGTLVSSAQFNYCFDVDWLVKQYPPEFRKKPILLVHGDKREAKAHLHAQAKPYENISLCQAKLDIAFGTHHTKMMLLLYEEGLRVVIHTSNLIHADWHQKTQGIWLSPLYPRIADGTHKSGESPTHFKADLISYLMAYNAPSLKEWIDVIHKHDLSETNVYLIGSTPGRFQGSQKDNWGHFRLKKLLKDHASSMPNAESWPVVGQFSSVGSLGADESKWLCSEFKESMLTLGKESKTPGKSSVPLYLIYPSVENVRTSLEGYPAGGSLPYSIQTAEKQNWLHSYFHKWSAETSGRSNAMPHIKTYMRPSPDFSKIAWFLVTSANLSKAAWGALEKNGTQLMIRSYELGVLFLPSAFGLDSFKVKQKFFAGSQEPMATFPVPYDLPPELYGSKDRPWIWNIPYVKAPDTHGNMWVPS
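Tdp1 1 nM final; 15 min RT w/ cpd; substrate 15 nM, 5 min; beads 10 ug/ml, 10 min; AlphaScreen read. Neg ctrl: no enzyme.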
TDP1 cell noCPT: qHTS for Inhibitors of human tyrosyl-DNA phosphodiesterase 1 (TDP1): qHTS in cells in absence of CPT | DT40 Tdp1-/- hTDP1 cells, no CPT, ATP luminescence, 48 h | Potency, µM (titrated, usually from 46.2 µM), for inactives: top-dose activity change, negative = growth inhibition, usual class: inhibitors | 420,000 compounds, 15% hits | AID 686978, 2013; also: nearly all actives have a fitted effect of over 55% in size
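Growth kinetics read by CellTiter-Glo luminescence after ≥48 hr at 37 °C. Cells: DT40 Tdp1-/- stably carrying human TDP1, 400 per well, compound exposure in the absence of CPT (DMSO vehicle).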
N370S GC: inhibits or activates N370S mutant glucocerebrosidase; N370S GC spleen homogenate, 4MU-glucoside fluorescence; Potency, µM (series often up to 59.4 µM), for inactives: top-dose activity change, negative = inhibition, most hits filed as inhibitors; 330,000 compounds, 0.092% hits;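 also: 0% = full enzyme activity and -100% = no enzyme basal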
* marks the source's active call; other numbers are inactive results; ? = inconclusive; . = not tested or not shown; [ ] = another dose, or the depositor's remark. Calls follow the shape of the dose curve; as a rule, active = well fitted curve in the direction sought with a large enough effect; inconclusive = small, poorly fitted or top-dose-only effect, or another doubt; inactive = no such curve, though single readings can be large; an effect the other way counts as inactive or inconclusive. Unless noted, % is scaled to controls: 0 for no effect and ±100 for the full control effect; potency is read from the fitted curve at half-maximal effect. The list is partial. The share of hits here may be higher or lower than overall.

SMILES	TDP1 block	TDP1 cell noCPT	N370S GC
COc1cccc2c(=O)n(CC(=O)N3CCCCCC3)ccc12	0%	-8%	0%
CCOC(=O)C1CCCNC1=O (configuration not stated)	6%	0%	0%
O=C(/C=C/c1cccs1)c1ccc(NC(=O)c2ccccc2F)cc1	0%	12µM*	-2%
CN(CC(=O)Nc1cccc(F)c1)C(=O)c1csc2c1CCCC2	.	-28%	2%
O=C(COc1ccc(S(=O)(=O)N2CCCCC2)cc1)NC1CCCCC1	5%	?	17%
Cc1ccc(NC(=O)Cc2c(Cl)cccc2Cl)cc1S(=O)(=O)N(C)C	3%	16µM*	-4%
O=C(Nc1ccc([N+](=O)[O-])cc1)c1ccc(Cn2cc([N+](=O)[O-])cn2)cc1	-8%	13µM*	-10%
COc1ccc(OC)c(NC(=O)C2CCN(Cc3cnn(-c4ccccc4)c3-n3cccc3)CC2)c1	8%	?	3%
Cc1ccc(C(=O)OCC(=O)Nc2nc(-c3ccccc3)cs2)cc1NC(=O)c1ccco1	-4%	?	29%
Nn1c(SCc2ccc([N+](=O)[O-])cc2)nc2ccccc2c1=O	.	?	-2%
CC(=O)OC1CCC2(C)C(CCC3(C)C2C(=O)C=C2C4CC(C)(C(=O)OCCN5CCCCC5)CCC4(C)CCC23C)C1(C)C (configuration not stated)	11%[56.1 µM]	-8%	-9%
COc1ccc(C(=O)Nc2cccc(-c3cnc4ccccc4n3)c2)cc1	0%	?	-14%
COc1ccc(C(=O)OCC(=O)NCCc2ccc(F)cc2)cc1S(=O)(=O)N1CCOCC1	0%	-7%	.
CC(C)NC(=O)c1cc(=O)n(C)c(=O)n1C	2%	-26%	11%
CCCN1CN=C(Nc2nc3ccccc3o2)NC1	10%	9%	-1%
O=C(NC(=S)NNC(=O)c1ccccc1O)c1ccco1	8%	18µM*	-5%
CC(C)NC(=O)c1ccc(Cn2c(=O)c3cccn3c3cccnc32)cc1	3%	?	.
CC1Sc2ccc(S(=O)(=O)N3CCC(C(=O)NCc4ccco4)CC3)cc2NC1=O (configuration not stated)	2%	?	-26%
C/C(CC(=O)Nc1ccc2ccccc2c1)=N\NC(=O)c1cnccn1	8%	?	-15%
Cc1cc(C)nc(N/N=C/c2ccccc2OCc2ccc([N+](=O)[O-])cc2)n1	6%	?	-6%
Cc1ccc(Cl)cc1Nc1nc(-c2sc(NC(=O)c3ccco3)nc2C)cs1	5%	?	?
Cn1cccc1C(=O)C(=O)Nc1ccccc1C(F)(F)F	1%	-19%	-3%
COc1cccc(-c2c(NC(C)=O)n(C)c3ccccc3c2=O)c1	.	1%	-5%
Cc1ccc(Cn2c(SCC(=O)NCc3ccc(Cl)cc3)nc3ccsc3c2=O)cc1	6%	-3%	.
CN(Cc1cc(=O)n2ccsc2n1)Cc1nc2ccccc2c(=O)[nH]1	8%	2%	-8%
COc1ccccc1NC(=O)c1cn(C)c(=O)c2cc(OC)c(OC)cc12	5%	-15%	-7%
O=C(NC(=S)Nc1ccc(CN2CCOCC2)cc1)c1ccc(-c2ccc(Cl)cc2)o1	1%	?	-1%
COc1ccc(C2Nc3ccccc3-c3cc(C)nn32)c(OC)c1 (configuration not stated)	5%	?	.
Cc1ccc(OCCn2nnc3ccccc32)cc1C	.	?	3%
CN(C)S(=O)(=O)c1ccc(Cl)c(C(=O)OCC(=O)NC(=O)c2cccn2C)c1	5%	-24%	1%
COc1cc(/C=N/N(C)c2ccccc2)ccc1O	5%	-6%	0%
COc1ccc(/C(=C\Nc2ccc(C)c(C)c2)C(C)=O)cc1OC	3%	?	-7%
CCCCOc1ccc(NC(=S)Nc2cc(C)nc(SCCCC)n2)cc1	4%	2.9µM*	21%
Cc1cc(N2CCOCC2)nc2ccc(Cl)cc12	.	?	?
COc1ccccc1NC(=O)c1ccc(Br)o1	3%	-14%	-2%
COc1cccc(CNC(=O)CCc2c(C)nn(-c3ccc(N4CCOCC4)nn3)c2C)c1	7%	-19%	.
CCC(=O)N1CCc2cc(S(=O)(=O)N3CCN(c4cc(C)ccc4C)CC3)ccc21	3%	-15%	-3%
CCCCC(=O)N1CCc2cc(OC)c(OC)cc2C1COc1ccc(OC)cc1 (configuration not stated)	3%	21µM*	.
COc1cc2c(cc1NC(=S)Nc1cccc(C)c1)oc1ccccc12	7%	?	28%
CN1CCN(c2ncnc3c2c(-c2ccccc2)cn3-c2ccc(F)cc2)CC1	5%	5.2µM*	-10%
CCOc1ccc(CCNC(=O)COC(=O)CCC(=O)c2cccs2)cc1OCC	1%	-1%	3%
CCCCNC(=S)N1CCN(c2ccc(C(C)=O)cc2)CC1	.	?	10%
CCC(=O)NC(=S)Nc1ccc(N2CCN(C(=O)c3ccc(Cl)cc3)CC2)cc1	6%	?	16%
COc1ccc(Nc2c3c(nc4ccc(NC(=O)/C=C/c5cccc(OC)c5OC)cc24)CCCC3)cc1OC	15%	4.6µM*	.
C=CCN1C(=NC(=O)CC)SC2CS(=O)(=O)CC21 (configuration not stated)	5%	1%	0%
Nc1nonc1-c1nc2ccccc2n1Cc1ccc(F)cc1	-4%	21µM*	5%
Fc1cnc(Cl)nc1N1CCN(c2ccccc2)CC1	.	-17%	17%
COc1ccc(NC(=O)c2nnn(Cc3nc(-c4cc(Br)ccc4OC)oc3C)c2C)cc1	2%	18µM*	.
Cc1c(C)c2ccc(OCC(=O)N3CCC(C(=O)O)CC3)c(C)c2oc1=O	.	-1%	-7%
Cc1ccccc1NC(=O)C1CCCN(c2nnc(N3CCCC3=O)s2)C1 (configuration not stated)	.	-7%	-5%

17 entries from above in a different format.
Sequence of screens – TDP1 block | TDP1 cell noCPT | N370S GC
COc1cccc2c(=O)n(CC(=O)N3CCCCCC3)ccc12
 : 0% | -8% | 0%
CCOC(=O)C1CCCNC1=O (configuration not stated)
 : 6% | 0% | 0%
O=C(/C=C/c1cccs1)c1ccc(NC(=O)c2ccccc2F)cc1
 : 0% | 12µM* | -2%
CN(CC(=O)Nc1cccc(F)c1)C(=O)c1csc2c1CCCC2
 : . | -28% | 2%
O=C(COc1ccc(S(=O)(=O)N2CCCCC2)cc1)NC1CCCCC1
 : 5% | ? | 17%
Cc1ccc(NC(=O)Cc2c(Cl)cccc2Cl)cc1S(=O)(=O)N(C)C
 : 3% | 16µM* | -4%
O=C(Nc1ccc([N+](=O)[O-])cc1)c1ccc(Cn2cc([N+](=O)[O-])cn2)cc1
 : -8% | 13µM* | -10%
COc1ccc(OC)c(NC(=O)C2CCN(Cc3cnn(-c4ccccc4)c3-n3cccc3)CC2)c1
 : 8% | ? | 3%
Cc1ccc(C(=O)OCC(=O)Nc2nc(-c3ccccc3)cs2)cc1NC(=O)c1ccco1
 : -4% | ? | 29%
Nn1c(SCc2ccc([N+](=O)[O-])cc2)nc2ccccc2c1=O
 : . | ? | -2%
CC(=O)OC1CCC2(C)C(CCC3(C)C2C(=O)C=C2C4CC(C)(C(=O)OCCN5CCCCC5)CCC4(C)CCC23C)C1(C)C (configuration not stated)
 : 11%[56.1 µM] | -8% | -9%
COc1ccc(C(=O)Nc2cccc(-c3cnc4ccccc4n3)c2)cc1
 : 0% | ? | -14%
COc1ccc(C(=O)OCC(=O)NCCc2ccc(F)cc2)cc1S(=O)(=O)N1CCOCC1
 : 0% | -7% | .
CC(C)NC(=O)c1cc(=O)n(C)c(=O)n1C
 : 2% | -26% | 11%
CCCN1CN=C(Nc2nc3ccccc3o2)NC1
 : 10% | 9% | -1%
O=C(NC(=S)NNC(=O)c1ccccc1O)c1ccco1
 : 8% | 18µM* | -5%
CC(C)NC(=O)c1ccc(Cn2c(=O)c3cccn3c3cccnc32)cc1
 : 3% | ? | .

Following part
SMILES	TDP1 block	TDP1 cell noCPT	N370S GC
O=C(Nc1ccc2nc(-c3ccccn3)[nH]c2c1)C1CCCCC1	11%	?	-2%
COc1ccc(C(=O)NNC(=O)c2cc3cc([N+](=O)[O-])ccc3oc2=O)cc1OC	-1%	-3%	-2%
Cc1ccc(Oc2ccc(NC(=O)Cn3ccsc3=N)cc2)cc1	5%	?	?
NC(=O)CC(NC(=O)Cc1ccc(Br)cc1)c1ccc(NCCN2CCCC2)c([N+](=O)[O-])c1 (configuration not stated)	.	3%	-14%
CCOc1ccc(NC(=O)CSc2oc(-c3ccco3)nc2S(=O)(=O)c2ccc(Cl)cc2)cc1	6%	?	.
Cc1cccc(NC(=S)N(Cc2ccco2)C(C)c2cccs2)c1 (configuration not stated)	1%	?	10%
CCc1nn(-c2ccccc2)c(N)c1-c1ccc(OC)c(OC)c1	8%	6%	2%
COc1ccc(-c2nc3c(c4c2C[C@H](c2ccccc2)OC4)CN(C(=O)N[C@@H](C)c2ccccc2)CC3)c(C)c1	13%[12.3 µM]	.	4%[12.8 µM]
O=C1C=C(c2ccccc2)OC(c2ccccc2)O1 (configuration not stated)	0%	-7%	5%
O=C(CSc1nnc(CNC(=O)c2c(F)cccc2Cl)o1)Nc1ccc2c(c1)OCO2	4%	5%	0%
COc1ccc(C2=Nn3c(nnc3-c3ccccc3OC)SC2)c(OC)c1	7%	.	-1%
O=C(Nc1ccc(Cl)cc1C(F)(F)F)c1ccccc1	4%	-8%	2%
CC(C)Cc1ccc(C(C)C(=N)N)cc1 (configuration not stated)	5%	6.5µM*	9%
COc1cc2c(C(=O)N3CCN(C)CC3)c(C)n(-c3ccccc3)c2cc1Br	0%	16%	-16%
CC(=O)c1c(C(C)=O)c(C)n(-c2nc(-c3cccs3)c(C)s2)c1C	6%	?	2%
CCOc1ccc(-c2cc(C(F)(F)F)c(C#N)c(SCC(=O)Nc3ccccc3)n2)cc1	0%	?	.
COc1ccccc1C(=O)NCC(=O)NNC(=O)C1COc2ccccc2O1 (configuration not stated)	.	-1%	4%
Cc1ccc(NC(=O)C2CC(c3ccc(F)cc3)=NO2)cc1 (configuration not stated)	0%	-8%	?
Cc1nc(C)c(C(=O)C2=C(O)C(=O)N(CCN3CCOCC3)C2c2cccs2)s1 (configuration not stated)	-13%[56.1 µM]	-20%	4%
COc1ccc(S(=O)(=O)N2CCOCC2)cc1NC(=O)COC(=O)C1COc2ccccc2O1 (configuration not stated)	3%	-17%	-14%
O=C(CSc1ccccn1)Nc1cccc(S(=O)(=O)N2CCCC2)c1	2%	-8%	.
Cc1ccccc1OCCNC(=O)/C=C/c1ccccc1	-4%	?	21%
O=C(COc1ccccc1)N(Cc1ccco1)C1CCS(=O)(=O)C1 (configuration not stated)	5%	0%	7%
CC(C)c1ccc(NC(=O)c2csnn2)cc1	5%	-5%	4%
COc1ccc(OC)c(NC(=O)NNC(=O)CCCOc2ccc(Cl)cc2C)c1	2%	?	-3%
Cc1ccc(C(=O)N/C(=C\c2ccccc2)C(=O)NCc2ccncc2)cc1	7%	1%	10%
CCCSc1cc(N2CCCC2)nc(-c2ccccc2)n1	0%	-15%	15%
COC(=O)c1cc(NC(=O)c2cc(-c3ccccc3Cl)oc2C(F)(F)F)ccc1N1CCOCC1	4%	21µM*	14%
COc1ccc(/C=C/c2nc3ccccc3n2Cc2ccccc2OC)cc1	-5%	8.2µM*	22%
CCN(CC)c1ccc(/C=C2\C(=N)N3N=C(CC(=O)N4CCOCC4)SC3=NC2=O)cc1	-3%	0%	4%
OC(COc1ccc2c(c1)CCC2)CN1CCN(c2cccc(Cl)c2)CC1 (configuration not stated)	8%	18µM*	-4%
Cc1ccc(NS(=O)(=O)c2ccc(N3CCN(c4ccc(O)cc4)CC3)c([N+](=O)[O-])c2)c(C)c1	9%	16µM*	14µM*
CCCCNC(=O)CCC1N=C2c3ccccc3N=C(SCC(=O)NCCc3ccc(OC)c(OC)c3)N2C1=O (configuration not stated)	3%	0%	.
COc1ccc(N(CC(=O)Nc2cccc(C(F)(F)F)c2)S(=O)(=O)c2c(C)[nH]c(=O)[nH]c2=O)cc1	1%	21%	?
Cc1csc(NC(=O)CSc2ccc(-c3ccccc3)nn2)n1	4%	?	16%
CCCCn1c(N)c(N(CCOC)C(=O)C2CCN(S(=O)(=O)c3ccc(C)cc3C)CC2)c(=O)[nH]c1=O	1%	5%	-5%
CCOC(=O)C(CC)Sc1ncnc2c1nnn2-c1ccc(F)cc1 (configuration not stated)	0%	?	1%
OCC1O[C@H](OC2C(CO)O[C@@](O)(CO)C2O)C(O)C(O)C1O (some centres not stated)	-10%[56.1 µM]	.	-2%
O=C(O)c1ccc(-n2nnnc2SCc2ccccc2F)cc1	4%	6%	-24%

High-throughput results: PubChem, National Center for Advancing Translational Sciences (NCATS)
